Screens as filed in PubChem.
Vif-A3G inh: blocks the Vif interaction with human APOBEC3G; HeLa A3G-eYFP + Vif (tagged APOBEC3G with the HIV-1 protein that degrades it), YFP fluorescence, overnight; Potency, µM (doses to about 46.1 µM), for inactives: at the highest dose activity, negative = active, actives largely listed as inhibitors; hit rate 0.076% among 410,000; AID 602310;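 also: % is scaled to controls: 0 for no effect and ±100 for the full control effect; nearly all actives have a fitted effect of over 60% in size; hits raise eYFP signal because A3G escapes Vif-driven loss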
Target sequence (Q9HC16 whole entry, looked up): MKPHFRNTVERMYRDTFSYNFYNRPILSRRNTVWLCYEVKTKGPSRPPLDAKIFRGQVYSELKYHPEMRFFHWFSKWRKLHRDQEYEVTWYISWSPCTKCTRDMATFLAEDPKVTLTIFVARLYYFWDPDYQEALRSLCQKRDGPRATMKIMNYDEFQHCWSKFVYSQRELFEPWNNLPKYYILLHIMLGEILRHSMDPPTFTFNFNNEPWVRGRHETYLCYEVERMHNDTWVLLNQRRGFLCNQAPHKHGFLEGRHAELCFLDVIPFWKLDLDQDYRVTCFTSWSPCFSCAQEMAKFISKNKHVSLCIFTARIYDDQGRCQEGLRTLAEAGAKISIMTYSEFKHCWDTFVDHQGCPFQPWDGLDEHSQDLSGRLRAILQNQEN
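Read-out is eYFP fluorescence (Ex 488/Em 500-530) from Vif-expressing HeLa A3G-eYFP cells; more signal means A3G escaped Vif-mediated degradation. Cells plated overnight, compound pinned in, incubated overnight at 37 deg C.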
Vif-APOBEC3F blk: Vif-A3F binding inhibition; hit rate 0.2% among 390,000; AID 602313; HeLa A3F-eYFP + Vif (tagged APOBEC3F with the HIV-1 protein that degrades it), YFP fluorescence increase; Potency, µM (doses to about 46.1 µM), inactives show top-dose activity, negative = active; also: % of control where 0% means no effect; nearly all actives have a fitted effect of over 65% in size
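HeLa cells stably expressing A3F-eYFP plus Vif, plated and incubated overnight at 37 deg C, then exposed to compounds overnight at 37 deg C. Blocked degradation read as raised yellow fluorescence (Ex 488/Em 500-530).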
rTrxR1 inhibitor: blocks rat thioredoxin reductase 1 | O89049 | recombinant rTrxR1, NADPH fluorescence consumption, selenite substrate | Potency, µM (titrated, usually from 114 µM), inactives show top-dose activity change, negative = inhibition, most hits filed as inhibitors | hit rate 1% among 390,000 | AID 588453; also: % is scaled to controls: 0 for no effect and ±100 for the full control effect; nearly all actives have a fitted effect of over 65% in size
Target sequence (O89049 whole entry, looked up): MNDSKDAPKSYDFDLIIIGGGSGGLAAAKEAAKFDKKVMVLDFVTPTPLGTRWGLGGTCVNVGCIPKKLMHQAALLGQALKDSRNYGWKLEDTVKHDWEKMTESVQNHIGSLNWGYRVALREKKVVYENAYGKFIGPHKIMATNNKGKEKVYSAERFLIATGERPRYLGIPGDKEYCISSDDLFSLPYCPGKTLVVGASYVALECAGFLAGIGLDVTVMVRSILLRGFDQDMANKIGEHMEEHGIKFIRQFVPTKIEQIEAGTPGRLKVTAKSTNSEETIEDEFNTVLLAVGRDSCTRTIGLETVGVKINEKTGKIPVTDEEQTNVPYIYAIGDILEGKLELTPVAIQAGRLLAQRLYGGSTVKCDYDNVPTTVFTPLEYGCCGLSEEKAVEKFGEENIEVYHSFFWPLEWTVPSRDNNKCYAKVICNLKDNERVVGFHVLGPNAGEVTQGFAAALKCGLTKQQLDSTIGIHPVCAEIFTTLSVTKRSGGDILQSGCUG
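Rat TrxR1 (90 nM in the dispensed reagent) was pre-reduced with 400 uM NADPH for 5 min at room temperature, then incubated with compound for 15 min. After 400 uM selenite was added, NADPH fluorescence (Ex 340/Em 450 nm) was followed for 8 min.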
USP1 inh: inhibitors of human USP1/UAF1 deubiquitinase; recombinant USP1/UAF1, Ub-Rhodamine cleavage fluorescence; Potency, µM (top dose mostly 57.1 µM), for the others: top-dose activity change, negative = inhibition, usual class: inhibitors; AID 743255; O94782; hit rate 0.23% among 390,000; also: % is scaled to controls: 0 for no effect and ±100 for the full control effect; nearly all actives have a fitted effect of over 60% in size; inactives centre near -12
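USP1/UAF1 complex (1 nM) preincubated 15 min at room temperature with compound, then Ub-Rho substrate (150 nM final) added. Kinetic fluorescence at 480/540 nm over 6 reads at 60 s intervals; 50 mM HEPES pH 7.8, 0.5 mM EDTA, 0.1 mg/ml BSA, 1 mM TCEP, 0.01% Tween-20.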
RGS4 inhibitor: human RGS4 inhibition; hit rate 0.039% among 390,000; Potency, µM (highest dose often 114 µM), without a hit: at the top dose activity change, negative = inhibition, most hits filed as inhibitors; Transcreener GDP fluorescence polarization, RGS4-accelerated GTP hydrolysis; P49798; also: % is scaled to controls: 0 for no effect and ±100 for the full control effect; nearly all actives have a fitted effect of over 75% in size; some results filed as inactive show a strong effect at the top dose
Target sequence (P49798 whole entry, looked up): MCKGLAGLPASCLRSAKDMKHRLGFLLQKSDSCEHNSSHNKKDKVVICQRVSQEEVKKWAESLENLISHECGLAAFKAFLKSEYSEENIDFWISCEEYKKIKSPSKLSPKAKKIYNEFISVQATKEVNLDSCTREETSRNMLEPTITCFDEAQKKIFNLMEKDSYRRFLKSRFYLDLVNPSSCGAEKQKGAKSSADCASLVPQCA
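MLSMR compounds (23 nl, pin-transferred) preincubated 10 min at room temperature with a 500nM (2x) first reagent, then RGS4 at 900nM (2x) plus Transcreener GDP mix added; fluorescence polarization (620/688 nm) read before and after 90 min at 30 °C.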
mIDH1 inhibitor: inhibitors of human mutant IDH1 R132H; O75874; IDH1-R132H enzyme, NADPH consumption, diaphorase/resazurin fluorescence; Potency, µM (series often up to 76.6 µM), inactives show top-dose activity change, negative = inhibition, most hits filed as inhibitors; hit rate 0.093% among 390,000; AID 602179; also: % is scaled to controls: 0 for no effect and ±100 for the full control effect; nearly all actives have a fitted effect of over 65% in size
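IDH1-R132H (0.5 ug/mL dispensed) in pH 7.5 Tris buffer was preincubated 30 min with compound, then given a substrate mix of 0.016 mM NADPH and 2 mM alpha-KG for 80 min at room temperature; remaining NADPH was read by diaphorase/resazurin fluorescence.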
12-LOX inh: blocks human arachidonate 12S-lipoxygenase | P18054 | purified 12hLO, xylenol orange hydroperoxide absorbance | Potency, µM (highest dose often 108 µM), for inactives: at the top dose activity change, negative = inhibition, usual class: inhibitors | hit rate 1.1% among 580,000 | AID 1671190; also: % is scaled to controls: 0 for no effect and ±100 for the full control effect
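Hydroperoxide product was detected by ferrous iron/xylenol orange as the 573 to 405 nm absorbance ratio. Arachidonic acid at 40 uM (final) was turned over for 30 min at room temperature by 150 nM human 12hLO, pH 7.0 Hepes buffer, after 15 min compound preincubation.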
RXFP1 agonist: agonists of human relaxin receptor RXFP1; Q9HBX9; HEK293T-RXFP1 cAMP TR-FRET, 30 min; response scale: percent of porcine relaxin response, buffer zero; Potency, µM (highest dose often 57.5 µM), inactives show top-dose activation, most hits filed as activators; hit rate 0.3% among 370,000; AID 2676; also: % is scaled to controls: 0 for no effect and ±100 for the full control effect; nearly all actives have a fitted effect of over 60% in size; many of its hits are not listed in these tables
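HEK293 cells stably expressing RXFP1, treated 30 min at 37C with compounds plus PDE4 inhibitor Ro 20174; cAMP measured by HTRF TR-FRET. Normalized to buffer and 29 nM porcine relaxin; EC50 by Hill fit.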
TrxR1 substrate: substrates of rat thioredoxin reductase 1; hit rate 0.01% among 390,000; AID 588456; Potency, µM (series often up to 114 µM), for inactives: at the highest dose activity change, negative = substrate turnover; purified TrxR1 substrate turnover, NADPH consumption readout; also: % is scaled to controls: 0 for no effect and ±100 for the full control effect; nearly all actives have a fitted effect of over 50% in size
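Rat TrxR1, dispensed at 90 nM, was prereduced with 400 uM NADPH (final) for 5 min at ~22 deg C, then incubated with compound 15 min before 400 uM selenite. A first-read NADPH fluorescence drop versus no-compound background flagged substrates.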
Starred values were filed as active, the others as inactive; ? = inconclusive; / = no result given; & = joins results of further samples; [ ] = another dose, or the depositor's remark. Calls follow the shape of the dose curve; as a rule, active = well fitted curve in the direction sought with a large enough effect; inconclusive = small, poorly fitted or top-dose-only effect, or another doubt; inactive = no such curve, though single readings can be large; an effect the other way counts as inactive or inconclusive. Potency is read from the fitted curve at half-maximal effect.

Order of results: Vif-A3G inh, Vif-APOBEC3F blk, rTrxR1 inhibitor, USP1 inh, RGS4 inhibitor, mIDH1 inhibitor, 12-LOX inh, RXFP1 agonist, TrxR1 substrate
> CCOc1cc(C(=O)NC(C)CCc2ccccc2)cc(OCC)c1OCC (stereo not given)
    -8%, 1%, 7%, -14%, -11%, 7%, 34%[activator], 1.8%, 7%
> COc1cccc(C(=O)OCCN2CCCCC2)c1
    2%, 0%, 26%[57.1 µM], -14%, -9%, 8%, ?, -0.6%, -7%
> O=C(CN1CCOCC1)Nc1ncc(Cc2cccc(Cl)c2Cl)s1
    0%, -14%, 9%, -16%, 9%, -1%, 3%, -1.2%, 3%
> CCN1C(=O)[C@H]2[C@@H](c3ccc(C)cc3)N[C@]3(CCCN(Cc4ccc(F)cc4)C3=O)[C@H]2C1=O
    0%, -1%, /, -1%, /, 5%, 1%, /, /
> COc1cccc(CN(C)C(=O)/C=C/c2ccc(S(=O)(=O)N3CCCCCC3)cc2)c1
    -1%, 9%, -5%, -16%, -11%, 5%, 0%, -0.6%, -5%
> O=C(NCc1ccccc1)c1onc(CSc2ccncc2)c1C(=O)NCc1ccccc1
    4%, -7%, 8%[57.1 µM], -14%, 7%, -3%, -9%, /, -3%
> CCNc1oc(-c2ccc(OC)cc2)nc1S(=O)(=O)c1ccc(Br)cc1
    0%, -7%, 18%, -15%, -10%, 1%, -18%, 3.2%, 15%
> COc1ccccc1-c1oc2ccccc2c1-c1ccc2cc[nH]c2c1
    -5%, ?, 51%[activator], -21%, 11%, 0%, -22%, 1.2%, 65%[activator]
> CC(C)n1nc(C(=O)NCCCN2CCCC2=O)c2ccccc2c1=O
    1%, 0%, 2%, -6%, -5%, -3%, 142%&31%[activator], 4.4%, -9%
> O=C(Nc1cccc(Cl)c1)N1CCSc2cc(Cl)ccc21
    -7%, 2%, 17%, -4%, 9%, 7%, 0%, 0.9%, 9%
> O=C(CNc1ccc2ccccc2c1)N/N=C/c1ccccn1
    -10%, 0%, 8%, -25%, -23%, 3%, 161%[activator], -0.4%, 1%
> COc1ccc(OC)c(S(=O)(=O)N2CCN(C34CC5CC(CC(C5)C3)C4)CC2)c1
    1%, 0%, 25%[11.4 µM], -9%, 9%, 0%, -4%, 0.9%, 2%[11.4 µM]
> O=C(N/N=C/c1cccc(NC(=O)c2ccc(Cl)cc2)c1)c1cccc(O)c1
    -26%, -7%, 9%, -4%, -11%, -2%, -2%, 0.0%, -6%
> Cc1cc(C)n(C(=O)c2cccc([N+](=O)[O-])c2)n1
    -8%, -1%, -9%, -12%, -13%, 2%, 0%, 0.7%, -5%
> O=C(CCCC(=O)NCc1ccc(F)cc1)NCc1ccc(F)cc1
    -4%, 0%, 17%[11.4 µM], ?, -35%, 1%, 2%, 0.9%, 11%[11.4 µM]
> Cc1cc(C)n2nc(CNS(=O)(=O)c3ccc(Cl)cc3)nc2n1
    2%, -8%, 15%, 7%, 5%, -12%, -4%, -0.4%, 3%
> Cc1ccsc1-c1n[nH]c(=S)n1CC(C)C
    2%, -18%, -33%, 3%, -21%, 4%, ?, 2.5%, -11%
> CCC1(c2ccccc2)NC(=O)N(CC(=O)NNC(=O)c2ccoc2C)C1=O (stereo not given)
    0%, 8%, 15%[57.1 µM], -19%, -24%, 0%, 1%, 0.3%, 6%[57.1 µM]
> Cc1nn(C(C)C(=O)N2CCN(c3ccccn3)CC2)c(=O)c2cc3occc3n12 (stereo not given)
    2%, 4%, -9%[57.1 µM], -4%, -6%, -1%, 0%, 7.9%, -5%[11.4 µM]
> CCCCCCCNC(=O)C1(CC2CC(c3ccc(Cl)cc3)=NO2)CCN(C(=O)c2cc(OCC)c(OCC)c(OCC)c2)CC1 (stereo not given)
    -2%, 2%, 17%[57.1 µM], -18%, 7%, 1%, -18%, -1.3%, 9%
> CC(Oc1ccccc1)C(=O)OCC(=O)Nc1sccc1C(N)=O (stereo not given)
    1%, 1%, -3%, -16%, -8%, 5%, 23%, -3.5%, -6%
> O=C(CNS(=O)(=O)c1ccc(Cl)cc1)N/N=C/c1ccco1
    1%, 0%, 4%[57.1 µM], -10%, -32%, 11%, -12%, 0.1%, -8%[57.1 µM]
> CCOc1cc(C(=O)OC(C)C(=O)Nc2ccccc2OC)ccc1OCC(=O)N1CCOCC1 (stereo not given)
    -1%, -16%, 7%, -18%, -11%, -2%, 192%[activator], /, 1%
> COC(c1ccccc1)c1nnc(CCC(=O)NCc2cccc(-n3cccn3)c2)o1 (stereo not given)
    0%, 10%, 4%, -17%, 0%, -4%, -3%, 0.9%, -6%
> COc1ccc(S(=O)(=O)NNC(=O)C23CC4CC(CC(C4)C2)C3)cc1[N+](=O)[O-]
    -4%, -1%, -10%, -11%, 2%, 9%, -7%, 0.4%, -10%
> Cn1nnc(NC(=O)c2ccc3ccccc3c2)n1
    -4%, -5%, -6%, 4%, -22%, -2%, 1%, 0.0%, 4%
> CCC1CCCCN1C(=O)COc1ccc(F)cc1 (stereo not given)
    3%, 0%, 16%, -10%, 1%, -4%, 7%, 2.0%, -1%
> CCOc1ccc(S(=O)(=O)Nc2ccc(C(=O)NCc3ccncc3)cc2)cc1
    -10%, 2%, -10%, -13%, 3%, ?, -16%, 0.1%, -5%
> COc1ccccc1C(CNC(=O)CNC(=O)c1ccccc1Cl)N1CCCC1 (stereo not given)
    0%, 4%, 18%, -14%, 28%, -4%, -1%, -0.1%, 1%
> CCC(=O)N1c2ccc(S(=O)(=O)N3CCCCCC3)cc2CC1C (stereo not given)
    -1%, -1%, 6%, -18%, -3%, -7%, -15%, 2.1%, -2%

Nothing new here: two of the compounds above.
Order of results: Vif-A3G inh, Vif-APOBEC3F blk, rTrxR1 inhibitor, USP1 inh, RGS4 inhibitor, mIDH1 inhibitor, 12-LOX inh, RXFP1 agonist, TrxR1 substrate
> CCOc1cc(C(=O)NC(C)CCc2ccccc2)cc(OCC)c1OCC (stereo not given)
    -8%, 1%, 7%, -14%, -11%, 7%, 34%[activator], 1.8%, 7%
> COc1cccc(C(=O)OCCN2CCCCC2)c1
    2%, 0%, 26%[57.1 µM], -14%, -9%, 8%, ?, -0.6%, -7%

Next part.
Order of results: Vif-A3G inh, Vif-APOBEC3F blk, rTrxR1 inhibitor, USP1 inh, RGS4 inhibitor, mIDH1 inhibitor, 12-LOX inh, RXFP1 agonist, TrxR1 substrate
> S=C(NCCc1cccc(Cl)c1)NC1CCCCC1
    -1%, ?, 6%, -25%, -14%, 11%, ?, -1.9%, 0%
> CCCCCCc1ccc(N2C[C@H](CCCCC)[C@@H](CC(=O)NCc3ccccc3)C2=O)cc1
    1%&3%, -1%, 28%&28%, -25%, -2%, 8%, -1%, -1.1%, 4%&-2%
> Cc1cc([N+](=O)[O-])nn1CCC(=O)Nc1nccs1
    0%, -1%, 11%[57.1 µM], -1%, -21%, 0%, -2%, 11%, 2%
> O=C(O)CCSCC(=O)Nc1c(C(=O)C2CC2)oc2ccccc12
    1%, -3%, 3%[57.1 µM], -16%, 19%, 1%, -4%, 22%, 5%[57.1 µM]
> COc1ccc(C2=NN(C(=O)COc3ncnc4ccccc34)C(c3ccco3)C2)cc1 (stereo not given)
    -10%, -3%, 0%, -1%, -9%, -3%, 1%, -2.2%, 4%
> Cc1ccc(-c2nc3ccccn3c2C=O)cc1
    0%, 0%, 8%, -13%, -44%[56.9 µM], -2%, 1%, 5.8%, -8%
> Cc1cc(/C=N/NC(=O)c2c(Br)cnn2C)c(C)n1-c1cccc(Br)c1
    2%, -4%, -15%, -8%, 2%, 0%, -21%, 1.5%, -16%
> COc1ccc(NC(=O)CC2C(=O)N(Cc3cccs3)C(=S)N2C(C)C)cc1 (stereo not given)
    1%, 12%, -5%, -22%, -1%, 9%, -25%, -1.2%, -7%
> O=C(O)CC(C(=O)O)c1ccc(OCCCCOc2ccc(C(CC(=O)O)C(=O)O)cc2)cc1 (stereo not given)
    0%, 2%, 15%, -18%, -5%, 0%, ?, 1.1%, 6%
> COc1ccccc1CNC(=O)CCNC(=O)Cn1cnc2ccccc2c1=O
    1%, 3%, 21%, -17%, -6%, 4%, 0%, -1.8%, 10%
> COc1ccc(C2C(C(C)=O)=C(O)C(=O)N2c2ccc(F)cc2)cc1 (stereo not given)
    4%, -1%, 1%, 2%, 25%, 5%, -19%, ?, -8%
> CC(C)N(Cc1nc(COc2ccccc2)no1)Cc1nccn1C
    2%, -12%, 9%, 2%, 27%, 4%, -8%, -1.0%, 0%
> CC(C)Oc1ccc(N2CC(C(=O)NC3=NCCS3)CC2=O)cc1 (stereo not given)
    0%, -3%, 0%, -5%, -8%, -3%, -8%, 2.4%, -10%
> Cc1ccc(NC(=O)C(=O)NCCc2sc(-c3ccc(Cl)cc3)nc2C)cc1C
    0%, -3%, 8%[57.1 µM], 2%, 1%, 1%, -22%, -1.3%, -5%[57.1 µM]
> NC(=O)C(=O)N/N=C1\CCc2ccccc21
    0%, -4%, 16%[57.1 µM], -24%, 25%, 1%, 4%, 3.9%, 5%[57.1 µM]
> CC(Cc1cccs1)NC(=O)Nc1ccccc1 (stereo not given)
    -2%, -6%, -5%[57.1 µM], 2%, 6%, 0%, 1%, 0.0%, 0%[57.1 µM]

Some of the compounds tested. The share of hits here may be higher or lower than overall.
